Source: PubChem (several laboratories)
PHOSPHO1 block = PHOSPHO1 (human) inhibition. Q8TCT1. recombinant PHOSPHO1, absorbance phosphatase assay. inhibition, % at 13.3 µM. 290,000 compounds, 1.1% hits; in the data active means inhibition above about 60%
IDE act = boosts human insulin-degrading enzyme activity in HEK cells; P14735; FAbeta-B cleavage, fluorescence polarization; 0% vehicle, 100% cell-free pure enzyme wells; activation, % at 5.96 µM; 340,000 compounds, 0.073% hits;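 active means activation above the mean of all tested compounds plus 3 SD, set per screening campaign, cut at about 17% in these data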
MEKK3 PB1 HTS = raises or lowers MEK5 binding to the human MEKK3 PB1 domain; binding response (% of control), % at 10 µM; AID 1529; Q99759; 290,000 compounds, 1.4% hits; bead-based flow cytometry, Alexa488-MEK5 binding to MEKK3; actives lie on both sides; 0 = blocked by unlabeled MEK5, 100 = vehicle;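 active means binding response more than 3 SD above or below the average of its plate-row segment, actives on both sides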;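 further: Alexa488 bead fluorescence after subtracting the streptavidin-only scavenger bead signal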
Target sequence (Q99759 whole entry, looked up, the tested form may be a part): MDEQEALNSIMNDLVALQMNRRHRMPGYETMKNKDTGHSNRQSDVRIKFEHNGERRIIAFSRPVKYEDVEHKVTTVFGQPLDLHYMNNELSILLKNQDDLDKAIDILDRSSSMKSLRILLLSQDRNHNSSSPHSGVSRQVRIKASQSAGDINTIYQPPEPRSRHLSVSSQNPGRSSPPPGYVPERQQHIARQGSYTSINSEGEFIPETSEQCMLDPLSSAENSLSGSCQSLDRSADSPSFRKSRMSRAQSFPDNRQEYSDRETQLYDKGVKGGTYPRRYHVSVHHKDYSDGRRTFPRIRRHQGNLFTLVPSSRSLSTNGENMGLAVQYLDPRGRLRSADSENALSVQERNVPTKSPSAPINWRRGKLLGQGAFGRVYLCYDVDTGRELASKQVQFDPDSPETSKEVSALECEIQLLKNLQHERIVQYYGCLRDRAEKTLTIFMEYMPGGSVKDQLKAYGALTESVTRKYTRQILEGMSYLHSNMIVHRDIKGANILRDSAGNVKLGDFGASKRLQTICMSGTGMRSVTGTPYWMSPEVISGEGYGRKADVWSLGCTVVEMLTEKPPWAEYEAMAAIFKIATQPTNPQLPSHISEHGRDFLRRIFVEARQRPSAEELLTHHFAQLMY
M4 PAM = potentiates acetylcholine response at human M4 receptor; activation, % at 3 µM; CHO-K1 hM4/Gqi5, Fluo-8 calcium fluorescence, ACh EC20; 0% = ACh EC20, 100% = maximal ACh; 360,000 compounds, 0.4% hits; P08173; AID 624126;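 active means activation above its plate's cutoff, the mean activation of sample wells plus 3 SD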; further: some results filed as inactive read as strong as hits
CRFR2-BP antag = CRF-BP/CRF-R2 complex antagonism; HEK293 CRF-R2/CRF-BP, CRF-induced calcium fluorescence; inhibition, % at 11.8 µM; 350,000 compounds, 0.59% hits;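 active means inhibition of the ligand-induced calcium signal above about 50% at the single tested concentration, limit read from the data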
CRFBP-R2 agonist = agonists of human CRF-binding protein/CRF-R2 receptor complex; 350,000 compounds, 0.46% hits; HEK293 CRF-R2/CRF-BP, calcium dye fluorescence (FLIPR); percent of saturating CRF peptide response; activation, % at 13.2 µM;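 active means activation of at least 50%, plus an integration ratio under a set limit after plate pattern correction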;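 further: plate controls were neutral control wells without compound for no effect and CRF at EC100 for full effect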
GalR3 antagonist = antagonists of human GalR3. HEK293 GalR3-CNG cAMP membrane potential fluorescence; galR3 body fused to GalR1 C-terminus. inhibition, % at 3 µM. 360,000 compounds, 0.44% hits. AID 651719;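 active means inhibition above the screen-wide average plus 3 SD, cut at about 13% in these data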;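 further: forskolin and galanin both at EC90 stimulate the cells; cAMP rise reported by CNG channel membrane potential dye signal; 0% = forskolin plus galanin with DMSO and 100% = forskolin alone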
Target sequence (O60755 1-299 limits assumed): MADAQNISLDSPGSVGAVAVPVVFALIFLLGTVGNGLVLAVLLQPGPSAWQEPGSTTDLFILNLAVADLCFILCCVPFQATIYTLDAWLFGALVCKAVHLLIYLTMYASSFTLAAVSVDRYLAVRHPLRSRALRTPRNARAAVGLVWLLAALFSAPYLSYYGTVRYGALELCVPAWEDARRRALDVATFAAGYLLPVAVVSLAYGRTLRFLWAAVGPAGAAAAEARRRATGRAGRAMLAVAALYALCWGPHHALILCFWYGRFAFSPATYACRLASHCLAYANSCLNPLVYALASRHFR
IDE cell inh = inhibitors of human insulin-degrading enzyme in cells. 320,000 compounds, 0.41% hits. AID 434962. inhibition, % at 5.59 µM. HEK cells, FAbetaB cleavage, fluorescence polarization;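 active means percent inhibition above the average of all tested compounds plus 3 SD, set per screening campaign, cut at about 16% in these data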;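 further: IDE supplied by intact live HEK cells; FP after avidin binding of uncleaved biotin substrate so inhibition keeps polarization high; 0% = DMSO wells and 100% = 60 µM reference IDE inhibitor Ii1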
p-CIP stab down = p/CIP protein destabilization | Q05BA5 | F442A p/CIP-EGFP cells, EGFP fluorescence, 16 h | decrease of EGFP signal, % at 10 µM | 290,000 compounds, 0.01% hits;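 active means EGFP signal decrease of at least 30% at 10 µM or well 3 SD below plate mean, unless failing retest; inactive means the rest, including hits failing retest or dose response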; further: some compounds called inactive have numbers as strong as hits; many of its hits are not listed in these tables
Starred values were filed as active, the others as inactive.

For CC(C)C(C)NC(=O)CN1C(=O)NC2(CCCCCC2)C1=O (stereo unspecified) the results were PHOSPHO1 block -23, IDE act 5, MEKK3 PB1 HTS 100, M4 PAM 4, CRFR2-BP antag 13, CRFBP-R2 agonist -1.7, GalR3 antagonist -4, IDE cell inh -1 and p-CIP stab down 9.
Screening CCC(C)NC(C(=O)Nc1ccc(Cl)c([N+](=O)[O-])c1)c1ccccc1 (stereo unspecified) returned PHOSPHO1 block -11, IDE act 6, MEKK3 PB1 HTS 115, M4 PAM -3, CRFR2-BP antag -11, CRFBP-R2 agonist -2.8, GalR3 antagonist -5, IDE cell inh 3 and p-CIP stab down -4.
For COC(=O)c1ccc(OCC(=O)c2cccc(OC)c2)cc1 the results were PHOSPHO1 block 21, IDE act -2, MEKK3 PB1 HTS 104, M4 PAM 4, CRFR2-BP antag 19, CRFBP-R2 agonist 1.0, GalR3 antagonist -6, IDE cell inh 3 and p-CIP stab down -5.
`Nc1cc(N2CCCCC2)c(Cl)cc1[N+](=O)[O-]` gave PHOSPHO1 block 0, IDE act 13, MEKK3 PB1 HTS 94, M4 PAM 5, CRFR2-BP antag 1, CRFBP-R2 agonist -0.4, GalR3 antagonist -6, IDE cell inh -2 and p-CIP stab down -18.
CS(=O)(=O)Nc1ccc(C(=O)NCc2ccc3c(c2)OCO3)cc1 was read as PHOSPHO1 block 24, IDE act 4, MEKK3 PB1 HTS 98, M4 PAM -4, CRFR2-BP antag -12, CRFBP-R2 agonist -1.0, GalR3 antagonist -4, IDE cell inh 6 and p-CIP stab down 6.
`CCN(CC)S(=O)(=O)c1ccc(C(=O)NNC(=O)C2COc3ccccc3O2)cc1` (stereo unspecified) gave IDE act 2, M4 PAM 2, CRFR2-BP antag 0, CRFBP-R2 agonist -3.6, GalR3 antagonist -2 and IDE cell inh -4.
O=C(NC(=O)c1ccc(C(F)(F)F)cc1)Nc1ccc(-c2cnco2)cc1 was read as PHOSPHO1 block 32, IDE act 7, MEKK3 PB1 HTS 105, M4 PAM 15, CRFR2-BP antag -8, CRFBP-R2 agonist -1.6, GalR3 antagonist 0, IDE cell inh 5 and p-CIP stab down -8.
CC(=O)N1N=C(c2ccc(C)cc2)OC1c1ccc(Br)cc1 (stereo unspecified) was read as PHOSPHO1 block -1, IDE act 7, MEKK3 PB1 HTS 99, M4 PAM -6, CRFR2-BP antag -32, CRFBP-R2 agonist 1.2, GalR3 antagonist -2, IDE cell inh 3 and p-CIP stab down -6.
Screening O=C(Nc1ccc(C(F)(F)F)cc1)C1(c2ccccc2)CC1 returned PHOSPHO1 block -9, IDE act -2, MEKK3 PB1 HTS 109, M4 PAM 25, CRFR2-BP antag -69, CRFBP-R2 agonist 9.4, GalR3 antagonist 1, IDE cell inh 6 and p-CIP stab down 6.
CC1CN2C(c3ccc(Cl)cc3)=CSC2=N1 (stereo unspecified) was read as PHOSPHO1 block 3, IDE act -1, MEKK3 PB1 HTS 104, M4 PAM 2, CRFR2-BP antag -4, CRFBP-R2 agonist 0.9, GalR3 antagonist -8, IDE cell inh -1 and p-CIP stab down -4.
O=C(/C=C/c1ncc(C(F)(F)F)cc1Cl)OCc1ccccc1 was read as PHOSPHO1 block 18, IDE act -1, MEKK3 PB1 HTS 112, M4 PAM -8, CRFR2-BP antag -21, CRFBP-R2 agonist -0.8, GalR3 antagonist -5, IDE cell inh 2 and p-CIP stab down 14.
COC(=O)[C@]1(Cc2ccccc2)N[C@H](CN(C)C(=O)c2ccccc2)[C@@H]2C(=O)N(Cc3ccccc3)C(=O)[C@@H]21 was read as IDE act -4, M4 PAM 11, CRFR2-BP antag 2, CRFBP-R2 agonist -5.3, GalR3 antagonist -8 and IDE cell inh 5.
Screening CCOc1ccc(NC(c2ccccc2)P(=O)(OC)OC)cc1 (stereo unspecified) returned PHOSPHO1 block 3, IDE act 1, MEKK3 PB1 HTS 108, M4 PAM -2, CRFR2-BP antag 6, CRFBP-R2 agonist -0.8, GalR3 antagonist -5, IDE cell inh 5 and p-CIP stab down -22.
For CCOCCCNS(=O)(=O)c1cc2[nH]c3c(c2cc1C)C(=O)CC(C)(C)C3 the results were PHOSPHO1 block 22, IDE act 2, MEKK3 PB1 HTS 102, M4 PAM 1, CRFR2-BP antag 12, CRFBP-R2 agonist -0.2, GalR3 antagonist -7, IDE cell inh -2 and p-CIP stab down -9.
For CCC(=O)N1c2ccccc2NC2=C(C(=O)CCC2)C1c1ccc(N(C)C)cc1 (stereo unspecified) the results were PHOSPHO1 block 9, IDE act -3, MEKK3 PB1 HTS 110, M4 PAM 10, CRFR2-BP antag 16, CRFBP-R2 agonist 0.9, GalR3 antagonist -1, IDE cell inh 0 and p-CIP stab down 3.
Screening COc1ccc(N2C(=O)CSC2c2ccc([N+](=O)[O-])cc2)cc1 (stereo unspecified) returned PHOSPHO1 block 36, IDE act 1, MEKK3 PB1 HTS 101, M4 PAM -12, CRFR2-BP antag 83*, CRFBP-R2 agonist 5.7, GalR3 antagonist -5, IDE cell inh -4 and p-CIP stab down -8.
COc1cc(NC(=O)CSc2nnc(-c3cc(C)on3)o2)cc(OC)c1 was read as PHOSPHO1 block -5, IDE act 1, MEKK3 PB1 HTS 100, M4 PAM 2, CRFR2-BP antag 2, CRFBP-R2 agonist -0.5, GalR3 antagonist -12, IDE cell inh 4 and p-CIP stab down -4.
Cc1[nH]n(-c2ccc(Cl)cc2)c(=O)c1C=Nc1ccc(S(=O)(=O)N2CCOCC2)cc1 was read as PHOSPHO1 block 16, IDE act 3, MEKK3 PB1 HTS 108, M4 PAM 5, CRFR2-BP antag 0, CRFBP-R2 agonist 0.2, GalR3 antagonist 1, IDE cell inh 2 and p-CIP stab down -3.
Screening COc1ccc(NC(=O)C2CCN(C(=O)c3ccccc3)CC2)cc1OC returned PHOSPHO1 block 0, IDE act 3, MEKK3 PB1 HTS 107, M4 PAM 4, CRFR2-BP antag 7, CRFBP-R2 agonist -1.7, GalR3 antagonist -3, IDE cell inh 2 and p-CIP stab down -10.
`Cc1n[nH]c(C)c1S(=O)(=O)N1CCc2ccccc2C1` gave PHOSPHO1 block 17, IDE act 4, MEKK3 PB1 HTS 100, M4 PAM -5, CRFR2-BP antag 21, CRFBP-R2 agonist -2.1, GalR3 antagonist -6, IDE cell inh 2 and p-CIP stab down -8.
Screening S=C(Nc1ccc(Oc2ccccc2)cc1)NC1CCCC1 returned PHOSPHO1 block -12, IDE act 0, MEKK3 PB1 HTS 101, M4 PAM -5, CRFR2-BP antag -20, CRFBP-R2 agonist 7.8, GalR3 antagonist -7, IDE cell inh 0 and p-CIP stab down 4.
CCCC(=O)NCc1ccncc1 was read as PHOSPHO1 block 10, MEKK3 PB1 HTS 96, GalR3 antagonist -3, IDE cell inh -1 and p-CIP stab down 9.
COc1ccc(NC(=O)c2nc(C)c(C3(C)CC(c4ccccc4)=NO3)s2)cc1 (stereo unspecified) was read as PHOSPHO1 block 34, IDE act 7, MEKK3 PB1 HTS 99, M4 PAM -8, CRFR2-BP antag -3, CRFBP-R2 agonist 3.3, GalR3 antagonist 0, IDE cell inh -2 and p-CIP stab down -14.
For COc1cccc(NC(=O)NCCCCc2ccccc2)c1 the results were PHOSPHO1 block 38, IDE act -2, MEKK3 PB1 HTS 103, M4 PAM 11, CRFR2-BP antag -5, CRFBP-R2 agonist -0.9, GalR3 antagonist -4, IDE cell inh -2 and p-CIP stab down 8.
`CC1CCCCC1NCC(=O)Nc1ccccc1C(=O)Nc1ccccc1` (stereo unspecified) gave IDE act 6, M4 PAM 5, CRFR2-BP antag -13, CRFBP-R2 agonist -2.9, GalR3 antagonist -6 and IDE cell inh 2.
For COC(=O)COc1ccc(Oc2nc(SC)nc(N(C)C)n2)nn1 the results were PHOSPHO1 block 7, IDE act 2, MEKK3 PB1 HTS 102, M4 PAM 1, CRFR2-BP antag -55, CRFBP-R2 agonist 55*, GalR3 antagonist 0, IDE cell inh 0 and p-CIP stab down 65.
CCCS(=O)(=O)c1c(S(=O)(=O)CCC)c2cnccn2c1C(=O)c1ccc(F)cc1 was read as PHOSPHO1 block 20, IDE act 5, MEKK3 PB1 HTS 97, M4 PAM 3, CRFR2-BP antag -19, CRFBP-R2 agonist -2.0, GalR3 antagonist 0, IDE cell inh -3 and p-CIP stab down -1.
`CC1CCN(CCn2c(=S)[nH]c3cc4c(cc3c2=O)OCO4)CC1` gave PHOSPHO1 block -17, IDE act -2, MEKK3 PB1 HTS 99, M4 PAM -8, CRFR2-BP antag -1, CRFBP-R2 agonist -1.2, GalR3 antagonist 4, IDE cell inh 4 and p-CIP stab down 12.
CSc1nsc(SCC(=O)NC2CCCCC2)n1 was read as PHOSPHO1 block 29, IDE act 7, MEKK3 PB1 HTS 107, M4 PAM -3, CRFR2-BP antag 3, CRFBP-R2 agonist -2.3, GalR3 antagonist -3, IDE cell inh -1 and p-CIP stab down 3.
For CCCCN(C(=O)COC(=O)c1sccc1C)c1c(N)n(CCC)c(=O)[nH]c1=O the results were M4 PAM 1, CRFR2-BP antag 17, CRFBP-R2 agonist -2.3 and GalR3 antagonist -3.
`CC(=O)Nc1cccc(Oc2nc(C(F)(F)F)nc3ccccc23)c1` gave PHOSPHO1 block 36, IDE act 5, MEKK3 PB1 HTS 103, M4 PAM 4, CRFR2-BP antag -6, CRFBP-R2 agonist -0.8, GalR3 antagonist -8, IDE cell inh 2 and p-CIP stab down -4.
Screening CCCC1CC(CSc2ncn[nH]2)OC1=O (stereo unspecified) returned PHOSPHO1 block -3, IDE act -4, MEKK3 PB1 HTS 107, M4 PAM 3, CRFR2-BP antag 5, CRFBP-R2 agonist -2.0, GalR3 antagonist -4, IDE cell inh 2 and p-CIP stab down -8.
For COCCNC(=O)c1ccc2c3n(nc2c1)-c1ccc(Cl)cc1CO3 the results were PHOSPHO1 block 0, IDE act 1, MEKK3 PB1 HTS 99, M4 PAM 4, CRFR2-BP antag -7, CRFBP-R2 agonist -4.1, GalR3 antagonist 0, IDE cell inh 3 and p-CIP stab down -5.
Screening CC(C)N(C(=O)CN1C(=O)C(=O)c2ccccc21)c1ccccc1 returned PHOSPHO1 block 3, IDE act -2, MEKK3 PB1 HTS 99, M4 PAM 2, CRFR2-BP antag -10, CRFBP-R2 agonist 1.0, GalR3 antagonist -8, IDE cell inh -4 and p-CIP stab down -1.
`CC(C)CCn1c(=O)c2sccc2n2c(CCCC(=O)N3CCN(c4ccccn4)CC3)nnc12` gave PHOSPHO1 block 21, IDE act -4, MEKK3 PB1 HTS 105, M4 PAM -6, CRFR2-BP antag 14, CRFBP-R2 agonist 0.1, GalR3 antagonist 2, IDE cell inh 1 and p-CIP stab down -11.
For OC(CCN1CCOCC1)(c1ccc(Cl)cc1)C1CCCCC1 (stereo unspecified) the results were PHOSPHO1 block -1, IDE act 4, MEKK3 PB1 HTS 120, M4 PAM -15, CRFR2-BP antag -18, CRFBP-R2 agonist 0.6, GalR3 antagonist -1, IDE cell inh 0 and p-CIP stab down -8.
`COc1cccc(/C=N/NC(=O)CNC(=O)C2COc3ccccc3O2)c1O` (stereo unspecified) gave PHOSPHO1 block 3, IDE act 10, MEKK3 PB1 HTS 103, M4 PAM 10, CRFR2-BP antag 0, CRFBP-R2 agonist -5.7, GalR3 antagonist -4 and p-CIP stab down 2.
COc1ccccc1C(C)NCC(=O)Nc1ccccc1C(F)(F)F (stereo unspecified) was read as PHOSPHO1 block -23, IDE act 2, MEKK3 PB1 HTS 103, M4 PAM -3, CRFR2-BP antag -2, CRFBP-R2 agonist -1.8, GalR3 antagonist 1, IDE cell inh 1 and p-CIP stab down -6.
